VP16 counter – inhibits Gal4-VP16 luciferase reporter, ROR gamma counter-screen; AID 2546; Potency, µM (doses to about 53.6 µM), for inactives: at the top dose activity, negative = inhibition, usual class: inhibitors; 310,000 compounds, 3.5% hits; Drosophila S2 Gal4-VP16 UAS-luciferase, luminescence, 20 h;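 also: Gal4-VP16 expression switched on by copper sulfate through the metallothionein promoter; % is scaled to controls: 0 for no effect and ±100 for the full control effect; nearly all actives have a fitted effect of over 50% in size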
MBNL1-CUG inh – blocks human MBNL1 binding to CUG repeat RNA | TR-FRET MBNL1-His/biotin-(CUG)12 binding, 665/545 ratio | Q9NR56 | Potency, µM (titrated, usually from 57.5 µM), without a hit: at the top dose activity change, negative = inhibition, most hits filed as inhibitors | 280,000 compounds, 0.036% hits; active = well fitted inhibition curve with a large enough effect in the signal ratio, with a control signal flat, not every such curve was filed as active; inconclusive = small, poorly fitted or top-dose-only effect, or effect the other way, or a change in a side signal; inactive = no such curve, though single readings can be large or run the other way; the % refers to the signal ratio; also: % is scaled to controls: 0 for no effect and ±100 for the full control effect
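Ratiometric TR-FRET (665 over 545 nm, excitation 340 nm) tracks disruption of MBNL1-His/biotin-(CUG)12 complex after 60 min at room temperature, with compounds at 92 nM to 58 uM final.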
FLuc counter – firefly luciferase modulation, counter-screen for miR-21 project. 360,000 compounds, 6.9% hits. purified FLuc, Km substrates, luminescence inhibition. Potency, µM (highest dose often 57.5 µM), for the others: at the highest dose activity change, negative = inhibition, usual class: inhibitors. AID 588342. P08659;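 also: plate controls were vehicle for no effect and reference inhibitor for full effect; nearly all actives have a fitted effect of over 55% in size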
Target sequence (P08659 whole entry, looked up): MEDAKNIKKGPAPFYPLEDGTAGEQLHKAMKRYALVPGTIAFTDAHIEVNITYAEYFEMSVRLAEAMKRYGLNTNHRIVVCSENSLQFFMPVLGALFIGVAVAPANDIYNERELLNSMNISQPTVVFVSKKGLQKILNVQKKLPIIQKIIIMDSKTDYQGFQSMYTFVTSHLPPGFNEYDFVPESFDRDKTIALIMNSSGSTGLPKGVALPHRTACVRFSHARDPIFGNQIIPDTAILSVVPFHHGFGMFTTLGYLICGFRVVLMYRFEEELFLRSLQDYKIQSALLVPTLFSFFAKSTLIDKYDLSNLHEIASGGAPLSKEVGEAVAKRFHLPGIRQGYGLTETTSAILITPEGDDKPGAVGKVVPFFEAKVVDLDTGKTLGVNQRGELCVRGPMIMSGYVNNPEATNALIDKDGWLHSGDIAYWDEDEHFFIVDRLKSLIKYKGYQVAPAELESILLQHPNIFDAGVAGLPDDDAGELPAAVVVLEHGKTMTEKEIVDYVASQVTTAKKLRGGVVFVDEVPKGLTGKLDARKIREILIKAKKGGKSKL
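Purified P. pyralis luciferase (10nM final) with 10uM D-luciferin and 10uM ATP (Km levels) in 50mM Tris acetate pH 7.5, 10mM Mg acetate, 0.01% Tween-20, 0.05% BSA; qHTS 6-point titration, ~60 µM downward; luminescence read.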
NPC1 promoter act – NPC1 promoter activation; Huh7 NPC1 promoter luciferase reporter, 24 h; Potency, µM (top dose mostly 9.22 µM), for inactives: top-dose activation, actives largely listed as activators; 320,000 compounds, 2.4% hits; AID 485313;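 also: % of control where 0% means no effect; nearly all actives have a fitted effect of over 60% in size; reporter is driven by a mutant NPC1 promoter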
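Quantitative HTS used a cell-based reporter: Huh7 cells stably bearing the NPC1 promoter upstream of luciferase were treated with compounds for 24 h, and promoter activation was read as luminescence.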
RORgamma inh – ROR gamma (mouse) transcription inhibition. P51450. Drosophila S2 Gal4-RORgamma UAS-luciferase reporter, 20 h. Potency, µM (series often up to 53.6 µM), without a hit: top-dose activity change, negative = inhibition, most hits filed as inhibitors. 310,000 compounds, 5.4% hits; also: % is scaled to controls: 0 for no effect and ±100 for the full control effect; nearly all actives have a fitted effect of over 60% in size
Target sequence (P51450 whole entry, looked up, the tested form may be a part): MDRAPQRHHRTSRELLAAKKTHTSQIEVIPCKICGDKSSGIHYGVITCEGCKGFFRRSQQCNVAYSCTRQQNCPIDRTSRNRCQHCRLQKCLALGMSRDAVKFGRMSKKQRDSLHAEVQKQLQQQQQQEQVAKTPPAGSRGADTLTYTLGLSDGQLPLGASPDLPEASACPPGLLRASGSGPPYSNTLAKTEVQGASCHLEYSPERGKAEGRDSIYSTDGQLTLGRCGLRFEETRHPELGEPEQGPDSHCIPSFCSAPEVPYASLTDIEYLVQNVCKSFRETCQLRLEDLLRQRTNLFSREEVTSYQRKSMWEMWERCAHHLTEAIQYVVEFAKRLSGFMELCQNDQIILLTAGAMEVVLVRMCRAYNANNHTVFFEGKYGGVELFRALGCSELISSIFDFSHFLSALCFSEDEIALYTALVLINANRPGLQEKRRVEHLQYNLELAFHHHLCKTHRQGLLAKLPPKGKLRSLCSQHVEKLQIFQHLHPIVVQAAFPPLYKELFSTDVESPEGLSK
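ROR gamma transcriptional activity was tracked as Gal4-UAS luciferase output in stably transfected Drosophila Schneider cells, with compound added 1 hr before 700 uM copper sulfate induction and a 20 hr ambient-temperature incubation.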
uPA surface inh – blocks generation of uPA at the cell surface | AID 540303 | 330,000 compounds, 0.31% hits | cell surface uPA generation assay, qHTS | Potency, µM (doses to about 38.3 µM), without a hit: at the top dose activity change, negative = inhibition, actives largely listed as inhibitors; active = well fitted inhibition curve with a large enough effect; inconclusive = small, poorly fitted or top-dose-only effect; inactive = no such curve, though single readings can be large or run the other way; tested in mouse RAW 264.7 cells; also: % is scaled to controls: 0 for no effect and ±100 for the full control effect; nearly all actives have a fitted effect of over 55% in size
p53 reactivator – restores transcriptional activity of mutant p53 | H1299 p53-A138V BP100-luciferase reporter, luminescence, 24 h | 320,000 compounds, 0.063% hits | AID 504706 | Potency, µM (series often up to 92.2 µM), for the others: at the top dose activity change, positive = activation, actives largely listed as activators; also: % of control where 0% means no effect; nearly all actives have a fitted effect of over 45% in size
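H1299 (p53-null), stable ts p53-A138V + BP100-Luc; 1000 cells/well, Opti-MEM/10% FBS; cpd 4 pt, 1:5; 24 h, 37 deg C, 5% CO2; detection reagent 10 min RT; luminescence.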
Rab9 promoter act – Rab9 promoter activation. Huh7 Rab9 promoter-luciferase reporter, luminescence, 24 h. AID 485297. 320,000 compounds, 2.8% hits. Potency, µM (top dose mostly 9.22 µM), without a hit: top-dose activation, negative = inhibition, actives largely listed as activators; also: % of control where 0% means no effect; nearly all actives have a fitted effect of over 60% in size
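Quantitative HTS format; Huh7 Rab9-luciferase reporter cells (1500/well) receive compound 2 h post-plating, incubate 24 h at 37 °C, then get luciferase reagent for 10 min before luminescence reading.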
ELG1 genotoxic – induces genotoxicity in HEK293T cells with luciferase-tagged ELG1; HEK293T ELG1-luciferase reporter, luminescence, 16 h; Potency, µM (highest dose often 46 µM), for inactives: top-dose activity change, positive = activation, hits mostly activators; 330,000 compounds, 1.3% hits; AID 504466; also: % of control where 0% means no effect; nearly all actives have a fitted effect of over 60% in size
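HEK293T cells expressing luciferase-tagged ELG1 were treated with compound or DMSO for 16 hr at 37°C. Luciferase activity was then read after 30 min with ONE-Glo at room temperature; rising signal flags genetic stress.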
BRCA1 expr up – activators of BRCA1 expression | MCF7-BRCA1-FFLuc reporter, luminescence, 48 h; response scale: scaled: vehicle 0%, 10 µM genistein 100% | Potency, µM (doses to about 46.1 µM), for the others: at the top dose activation, most hits filed as activators | 380,000 compounds, 1.1% hits | AID 624202; also: nearly all actives have a fitted effect of over 80% in size; some results filed as inactive show a strong effect at the top dose
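Reporter cells (MCF7, BRCA1 promoter-firefly luciferase) received library compounds across a concentration series for 48 h. End-point luminescence was measured and concentration-effect curves derived after normalization.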
Numbers without * were called inactive; ? = inconclusive; · = not tested or not shown; & = joins results of further samples; [ ] = remark or other dose. Unless noted, calls follow the shape of the dose curve; as a rule, active = well fitted curve in the direction sought with a large enough effect; inconclusive = small, poorly fitted or top-dose-only effect, or another doubt; inactive = no such curve, though single readings can be large; an effect the other way counts as inactive or inconclusive. Potency is read from the fitted curve at half-maximal effect.

SMILES	VP16 counter	MBNL1-CUG inh	FLuc counter	NPC1 promoter act	RORgamma inh	uPA surface inh	p53 reactivator	Rab9 promoter act	ELG1 genotoxic	BRCA1 expr up
CCOP(=O)(OCC)C(Nc1ccccc1)c1ccccc1C(F)(F)F (stereo not given)	-3.0%	1.1%	-1.6%	2.4%	-4.9%	11.1%	-1.9%	-3.9%	-8.1%	-17.0%
CC(=O)c1cccc(NC(=O)N2C3CCC2CC(O)(c2cccnc2)C3)c1 (stereo not given)	5.0%[0.365 µM]	-3.1%	5.7%	-4.7%	2.5%	14.6%	3.9%	-3.5%	-2.1%	-42.0%
COCCn1nnnc1C(c1cccc(OC)c1OC)N1CCN(C2CCCCC2)CC1 (stereo not given)	-12.8%	-3.1%	10.6%	-3.7%	-14.2%	-1.7%	2.5%	-4.0%	-1.6%	-31.3%
COc1ccc(NC(=O)CSc2nccn2Cc2ccc(F)cc2)c(OC)c1	-1.5%	0.7%	2.7%	-4.9%	30.9%	4.0%	-0.6%	18.8%	-0.4%	-22.5%
Cn1cccc1Cc1nnc(SCC(=O)NC2CCCCC2)n1-c1ccc(F)cc1	-3.1%	-3.6%	0.0%	1.3%	-8.9%	-3.5%	-1.4%	-5.2%	-0.4%	0.0%
CCC(C)NC(=O)Cn1ccc2cc(S(=O)(=O)N3CCCCCC3)ccc21 (stereo not given)	-8.1%	1.1%	5.6%&-10.1%	-7.0%	18.6%	0.4%	1.4%	0.4%	-1.4%	-1.6%
COc1ccc(C(=O)NCCS(=O)(=O)NCc2ccccc2)cc1	·	·	-1.6%	1.1%	·	-2.5%	-0.8%	3.5%	3.3%	-4.0%
COc1ccc2c(c1)c1ncn(CCN3CCCC3)c(=O)c1n2C	0.8%	-3.9%	-0.9%	-0.5%	?	·	-0.9%	-6.9%	2.4%	5.4%
CC1(C)Oc2ccc3ccc(=O)oc3c2/C(=C/NNC(N)=O)C1=O	0.4%	?	-1.0%	-2.7%	?	?	3.4%	-9.5%	?	-20.1%
CCc1nc(C#N)c(N2CCCCC2)o1	-28.6%	-25.0%	1.4%	3.7%	5.8%	4.3%	7.4%	5.3%	-1.4%	23.3%
N#CCC(=O)N/N=C/c1ccc(OCC(=O)Nc2ccc(F)cc2)cc1	-3.4%[10 µM]	9.6%	5.4%	-2.9%	13.4%	8.0%	4.6%	-16.1%	16.4%	-19.1%
CC(C)NC(=O)Nc1ccc2c(c1)C(=O)N([C@H](C)CO)C[C@H](C)[C@@H](CN(C)C(=O)Nc1ccc(C(F)(F)F)cc1)O2	·	·	·	·	·	9.7%	0.8%	·	1.9%	-1.4%
O=C(/C(=C/c1cccnc1)n1ccnc1)c1ccc(Cl)cc1Cl	-13.6%	-11.2%	3.6%	-4.4%	11.7%	-1.0%	-1.6%	-2.3%	-6.8%	-23.3%
CCC(C)c1ccc(OCC(=O)O)cc1 (stereo not given)	-13.0%	-3.3%	?	-3.2%	26.1%	0.4%	2.6%	-0.8%	2.9%	-2.1%
O=C1C(=O)N(c2ccc(O)cc2)C(c2ccccc2[N+](=O)[O-])/C1=C(\O)c1ccccc1 (stereo not given)	-7.2%	?	-0.9%	-5.9%	-0.8%	7.1%	5.9%	-1.8%	-1.8%	0.0%
Cc1cc(S(=O)(=O)N2CCCCC2)ccc1OCC(=O)Nc1ccccc1	4.0%	0.7%	-1.1%	-0.6%	63.7%	4.4%	11.2%	3.6%	-14.7%	-13.7%
N/C(=N\OC(=O)c1ccc2c(c1)OCO2)c1ccc(Cl)cc1	-23.4%	-15.4%	0.849µM*	2.82µM*	25.1%	-7.9%	?	?	?	8.91µM*
COc1cccc(OC)c1C(=O)Nc1ccc(N2CCN(C(=O)c3ccco3)CC2)cc1	12.1%	-3.5%	-1.5%	15.9%	11.2%	1.7%	14.3%	20.3%	14.6%	8.7%
COc1ccc(Cn2c(-c3ccc(C)cc3)c[n+]3ccccc23)cc1	17.8µM*	-5.4%	-1.4%	-29.6%	11.1%	-15.2%	4.9%	-35.0%[inhibitor]	-1.4%	-74.2%
COc1ccc(NC(=O)N2CCc3ccccc32)cc1	?	2.1%	1.69µM*	0.631µM*	?	-11.9%	?	0.398µM*	?	20.3%

2 entries picked at random from the list so far:
SMILES	VP16 counter	MBNL1-CUG inh	FLuc counter	NPC1 promoter act	RORgamma inh	uPA surface inh	p53 reactivator	Rab9 promoter act	ELG1 genotoxic	BRCA1 expr up
COc1ccc(NC(=O)N2CCc3ccccc32)cc1	?	2.1%	1.69µM*	0.631µM*	?	-11.9%	?	0.398µM*	?	20.3%
COc1ccc(Cn2c(-c3ccc(C)cc3)c[n+]3ccccc23)cc1	17.8µM*	-5.4%	-1.4%	-29.6%	11.1%	-15.2%	4.9%	-35.0%[inhibitor]	-1.4%	-74.2%

New compounds follow
SMILES	VP16 counter	MBNL1-CUG inh	FLuc counter	NPC1 promoter act	RORgamma inh	uPA surface inh	p53 reactivator	Rab9 promoter act	ELG1 genotoxic	BRCA1 expr up
O=C(NC(=S)N1CCCC1)c1ccc(Cl)cc1Cl	1.41µM*	-5.2%	-1.9%	-5.4%	0.891µM*	12.1%	2.6%	-6.6%	-8.1%	-9.9%
O=C(N/N=C/c1ccccn1)c1cccc(NC(=O)c2ccc(Cl)cc2)c1	-1.6%	11.7%	?	1.1%	-27.8%	-18.5%	-4.3%	13.1%	-1.7%	-38.8%
O=C(NCc1cccs1)C(Cc1ccccc1)n1cccc1 (stereo not given)	12.1%	-2.6%	1.5%	-0.9%	?	-3.0%	3.2%	-1.4%	1.9%	-11.7%
COc1ccc(N2CCN(C(=O)CSc3nc4nc(C)cc(C)n4n3)CC2)cc1	·	·	-0.8%	-1.5%	·	-0.6%	-1.5%	2.3%	1.3%	-9.3%
CC(C(=O)Nc1ccc(Cl)cc1Cl)N1C(=O)NC2(CCCCCCC2)C1=O (stereo not given)	·	·	2.0%	-1.5%	·	-3.0%	-0.7%	-3.8%	-1.1%	-10.8%
CC(C)OC(=O)NCN1C(=O)C2C3C=CC(C3)C2C1=O (stereo not given)	-0.6%	-3.5%	-0.2%	2.7%	-19.9%	-4.7%	-5.4%	-3.1%	-1.3%	-11.6%
CCOc1ccc(N2C(=O)CC(Sc3ccccc3C(=O)O)C2=O)c([N+](=O)[O-])c1 (stereo not given)	?	27.3%	-17.8%	0.0%	?	10.2%	9.3%	-1.8%	1.1%	-17.4%
O=C(NCc1cccc(Cl)c1)c1ccc(S(=O)(=O)Nc2cccc(C(F)(F)F)c2)cc1	?	·	0.0%	-4.3%	?	3.3%	7.4%	-6.2%	-5.7%	-76.8%
Cc1cccc(C)c1N(CC(=O)NCc1ccc(F)cc1)C(=O)c1csnn1	4.0%	-0.6%	3.1%	-3.3%	12.2%	-0.5%	-4.7%	-1.2%	-10.2%	-4.3%
Cc1cc(NC(=O)COc2cccc3cccnc23)no1	29.4%	7.2%	?	-2.9%	-13.9%	·	14.9%	3.1%	-1.7%	·
CCn1c(Cc2ccccc2)nnc1SCC(=O)NC1CC1	0.3%	-14.3%	3.7%	-0.7%	?	1.5%	3.4%	-0.4%	2.9%	-19.0%
O=C1CCC/C(=N\NC(=O)NC2CCCCC2)C1	-5.2%	5.8%	-2.5%	1.7%	6.6%	-3.6%	-3.7%	4.6%	5.1%	2.4%
CC(C)CC1NC(=O)N(CC(=O)c2ccc3c(c2)OCCO3)C1=O (stereo not given)	-6.0%	-3.3%	10.7µM*	2.82µM*	-29.0%	-1.8%	15.9%	1.12µM*	?	?
O=C(Nc1cnc2ccccc2c1)c1cccc(-n2cnnn2)c1	-17.3%	28.9%	23.9µM*	3.98µM*	-1.3%	4.6%	28.1%	4.47µM*	10.3%	12.1%
Cc1[nH]c2ccccc2c1C(=O)CN1CCCC(C)C1 (stereo not given)	-4.9%	-9.3%	-1.9%	-2.8%	10.5%	5.0%	-2.4%	0.9%[1.84 µM]	-1.8%	6.5%
OC(COc1ccc2c(c1)OCO2)CN1CCCC1 (stereo not given)	1.1%	-1.0%	-0.6%	0.5%	8.0%	3.3%	1.6%	-0.1%	-0.6%	11.0%
Cn1c(=O)c(NC2CCCCC2)c2c3c(cccc31)C(=O)c1ccccc1-2	2.0%	7.4%	-3.9%	-4.0%	-11.2%	8.5%	-1.6%	-17.1%	-11.8%	-47.6%
COc1ccc(NC(=O)NC(C(F)(F)F)C(F)(F)F)cc1	-2.9%	31.6µM*	-1.4%	1.1%	4.8%	-1.2%	7.4%	1.4%	-0.7%	-9.3%
NC(=O)C1(NC(=O)[C@@H]2CC3(CC(c4cccc(NC(=O)[C@@H]5CCC(=O)N5)c4)=NO3)CN2C(=O)c2cnccn2)CC1 (stereo not given in full)	-4.5%	5.6%	-0.3%	-3.1%	4.1%	9.3%	6.3%	-1.9%	1.4%	-0.2%
CCOC(=O)N1CCN(C(=O)c2ccc(Cn3c(=S)[nH]c4cc(OCC)c(OCC)cc4c3=O)cc2)CC1	-6.3%	9.4%	-3.0%	-15.8%	?	-2.4%	8.2%	-5.1%	-14.1%	-38.4%

From PubChem BioAssay
